mHTT-CaM PPI inh: inhibitors of human mutant huntingtin-calmodulin interaction. P42858. AlphaScreen His-mHTT/GST-CaM binding, luminescence. inhibition, % at 15 µM. 3.6% of 190,000 active;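 also: 0% = both proteins with DMSO and 100% = one protein alone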
Target sequence (P42858 whole entry, looked up, stated change not applied): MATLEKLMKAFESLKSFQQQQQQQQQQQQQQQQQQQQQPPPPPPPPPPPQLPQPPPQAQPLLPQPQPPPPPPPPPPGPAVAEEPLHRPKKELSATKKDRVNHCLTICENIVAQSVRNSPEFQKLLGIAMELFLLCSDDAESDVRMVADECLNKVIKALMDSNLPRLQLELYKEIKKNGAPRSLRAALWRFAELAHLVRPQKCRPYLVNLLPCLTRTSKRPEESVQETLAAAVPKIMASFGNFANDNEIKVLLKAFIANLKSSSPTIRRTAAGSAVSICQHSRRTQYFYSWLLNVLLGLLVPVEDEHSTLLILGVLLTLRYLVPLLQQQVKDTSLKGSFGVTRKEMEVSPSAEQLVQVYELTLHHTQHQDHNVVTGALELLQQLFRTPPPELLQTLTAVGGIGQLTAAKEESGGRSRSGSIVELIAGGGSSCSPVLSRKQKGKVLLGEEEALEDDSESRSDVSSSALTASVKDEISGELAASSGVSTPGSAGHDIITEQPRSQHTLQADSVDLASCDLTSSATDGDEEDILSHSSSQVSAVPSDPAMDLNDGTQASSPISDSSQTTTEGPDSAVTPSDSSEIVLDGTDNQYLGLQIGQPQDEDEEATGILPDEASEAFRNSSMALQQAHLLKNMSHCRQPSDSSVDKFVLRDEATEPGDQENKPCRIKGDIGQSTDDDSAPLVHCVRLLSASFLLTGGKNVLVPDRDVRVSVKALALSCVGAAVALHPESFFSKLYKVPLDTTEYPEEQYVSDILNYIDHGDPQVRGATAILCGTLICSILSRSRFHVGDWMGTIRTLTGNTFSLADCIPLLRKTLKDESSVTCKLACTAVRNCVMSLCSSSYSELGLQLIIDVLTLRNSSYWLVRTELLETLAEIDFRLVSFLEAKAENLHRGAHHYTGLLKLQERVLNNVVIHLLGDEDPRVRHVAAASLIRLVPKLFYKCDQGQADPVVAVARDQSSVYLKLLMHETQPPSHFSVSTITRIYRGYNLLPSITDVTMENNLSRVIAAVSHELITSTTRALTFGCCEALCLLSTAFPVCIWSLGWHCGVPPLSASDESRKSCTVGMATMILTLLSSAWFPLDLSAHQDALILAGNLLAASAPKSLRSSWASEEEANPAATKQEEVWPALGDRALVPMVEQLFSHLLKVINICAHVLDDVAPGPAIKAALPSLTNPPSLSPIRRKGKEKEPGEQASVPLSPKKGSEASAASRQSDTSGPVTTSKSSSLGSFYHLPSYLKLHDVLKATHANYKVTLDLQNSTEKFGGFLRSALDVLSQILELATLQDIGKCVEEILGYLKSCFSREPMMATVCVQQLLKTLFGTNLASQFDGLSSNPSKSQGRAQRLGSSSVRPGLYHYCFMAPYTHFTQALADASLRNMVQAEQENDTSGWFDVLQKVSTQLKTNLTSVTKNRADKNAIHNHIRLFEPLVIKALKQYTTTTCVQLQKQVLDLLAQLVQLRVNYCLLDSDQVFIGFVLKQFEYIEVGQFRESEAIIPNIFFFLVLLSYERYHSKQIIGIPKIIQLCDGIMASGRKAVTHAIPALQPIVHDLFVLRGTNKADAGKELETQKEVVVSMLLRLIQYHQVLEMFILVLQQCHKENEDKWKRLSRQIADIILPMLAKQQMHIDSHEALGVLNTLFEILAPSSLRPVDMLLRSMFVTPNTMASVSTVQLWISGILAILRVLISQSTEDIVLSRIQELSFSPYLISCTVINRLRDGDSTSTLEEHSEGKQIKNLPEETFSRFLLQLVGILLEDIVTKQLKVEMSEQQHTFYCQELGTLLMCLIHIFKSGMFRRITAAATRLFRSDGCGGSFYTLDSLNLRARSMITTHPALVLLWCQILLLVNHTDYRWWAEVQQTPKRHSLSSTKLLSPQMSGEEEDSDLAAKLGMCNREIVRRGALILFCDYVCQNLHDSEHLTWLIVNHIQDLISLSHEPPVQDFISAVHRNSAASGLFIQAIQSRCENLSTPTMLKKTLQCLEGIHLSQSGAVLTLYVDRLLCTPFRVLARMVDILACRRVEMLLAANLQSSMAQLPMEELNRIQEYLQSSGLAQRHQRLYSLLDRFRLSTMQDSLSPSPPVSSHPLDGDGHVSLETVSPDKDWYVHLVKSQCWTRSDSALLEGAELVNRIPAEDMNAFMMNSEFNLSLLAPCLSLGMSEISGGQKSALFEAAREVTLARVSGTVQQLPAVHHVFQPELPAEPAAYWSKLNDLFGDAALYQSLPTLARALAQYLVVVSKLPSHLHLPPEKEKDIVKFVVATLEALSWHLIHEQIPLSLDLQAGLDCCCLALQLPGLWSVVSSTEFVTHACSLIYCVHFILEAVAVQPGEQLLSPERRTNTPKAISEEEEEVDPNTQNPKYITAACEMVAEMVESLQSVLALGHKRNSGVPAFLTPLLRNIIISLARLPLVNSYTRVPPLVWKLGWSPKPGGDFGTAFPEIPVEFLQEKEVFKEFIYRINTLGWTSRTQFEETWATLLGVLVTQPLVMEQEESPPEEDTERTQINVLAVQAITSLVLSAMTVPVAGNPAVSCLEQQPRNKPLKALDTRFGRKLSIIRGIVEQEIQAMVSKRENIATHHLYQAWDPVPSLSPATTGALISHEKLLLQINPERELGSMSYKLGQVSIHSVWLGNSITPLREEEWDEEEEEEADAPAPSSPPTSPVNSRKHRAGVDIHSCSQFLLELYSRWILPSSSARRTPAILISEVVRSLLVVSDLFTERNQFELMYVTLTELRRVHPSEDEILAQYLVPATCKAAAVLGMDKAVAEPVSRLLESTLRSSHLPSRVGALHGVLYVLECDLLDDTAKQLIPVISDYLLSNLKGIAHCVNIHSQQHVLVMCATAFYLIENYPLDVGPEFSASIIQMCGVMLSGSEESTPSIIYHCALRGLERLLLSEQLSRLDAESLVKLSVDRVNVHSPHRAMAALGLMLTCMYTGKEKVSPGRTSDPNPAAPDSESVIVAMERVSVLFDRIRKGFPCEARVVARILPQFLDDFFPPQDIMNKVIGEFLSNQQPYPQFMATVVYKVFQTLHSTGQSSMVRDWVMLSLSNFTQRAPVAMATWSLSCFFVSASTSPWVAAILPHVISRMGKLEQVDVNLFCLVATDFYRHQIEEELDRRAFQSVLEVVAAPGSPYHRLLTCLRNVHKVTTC
Pf apPOL block: Pf-apPOL DNA polymerase inhibition; Recombinant Pf-apPOL, molecular beacon fluorescence, 1.5 h; inhibition, % at 10 µM; 0.25% of 210,000 active; AID 1794808
Active calls of the source: *; i = inactive; . = not tested or not shown; & = joins results of further samples. Rule as the data show it: active = inhibition above about 50%; inactive = the rest. An unsorted share of the library; any-hit rate near 3.6%.

Each structure is followed by: mHTT-CaM PPI inh | Pf apPOL block
- COc1ccc(CCNC(=O)C2COc3ccccc3O2)cc1OC (stereo not drawn)
    0 | -5
- CC(Oc1ccc(Cl)cc1Cl)C(=O)N1CCOCC1 (stereo not drawn)
    -5 | -3
- CCCOc1cccc(C(=O)Nc2cccc(Cl)c2C)c1
    -6 | -3
- Cc1ccc(C(=O)N/C(=C/c2ccc3c(c2)OCO3)C(=O)Nc2ccc([N+](=O)[O-])cc2)cc1C
    20 | -2
- COc1ccc(C(=O)n2nnc3ccccc32)cc1
    18&-1 | 2&-6
- COc1ccc(CNS(=O)(=O)c2ccc(F)c(C(=O)Nc3c(C)cccc3C)c2)cc1
    2 | 29
- Fc1ccccc1N1CCN(C2CC3CCC2C3)CC1 (stereo not drawn)
    -12 | 20
- CCOC(=O)Cc1csc(NC(=O)C2CN(c3nc4ccc(OC)cc4s3)C2)n1
    8 | 1
- CCCCCCN1C[C@@H](O)[C@H](n2cc(COC(=O)c3ccccc3)nn2)C[C@@H]1c1ccc(Cl)cc1
    -5 | 0
- COc1ccc(/C=C2\CCC(C3CCCC3)C2=O)cc1OC (stereo not drawn)
    5 | -8
- CCC(=O)Nc1ccc2oc(-c3cccc(I)c3)nc2c1
    4 | 2
- CC(=O)N1c2ccccc2NC2=C(C(=O)CC(C)(C)C2)C1c1ccc([N+](=O)[O-])o1 (stereo not drawn)
    2 | 1
- O=C(O)CN1C(=O)C(=O)c2ccccc21
    3 | 2
- CC(C)c1ccc(NC(=O)c2cccnc2Cl)cc1
    0 | -2
- N#Cc1c2c(c(=O)n3c1[nH]c1ccccc13)CCCC2
    -2 | 0&-1
- Cc1ccc2c(c1)N(CCO)C(C)(C)CC2C (stereo not drawn)
    . | -4
- O=C1C2CCCN2C(=O)c2ccccc2N1Cc1ccccc1 (stereo not drawn)
    1 | -5
- Cc1nc(-c2ccc3c(c2)CCN3C(=O)Cc2cccs2)cs1
    2 | -2
- O=C(Nc1ccc(Cl)cc1)N1CCC(n2cnc3ccc(F)cc3c2=O)CC1
    -11 | -3
- CC(C)N(Cc1cn(Cc2ccccc2)nn1)S(=O)(=O)c1ccccc1Br
    -6 | -7
- CC(=O)Nc1ccc(S(=O)(=O)N2CCN(CC3CC4C=CC3C4)CC2)cc1 (stereo not drawn)
    16 | 6
- COc1cc(O)c(C(CCN2CCCCC2)c2ccc(N(C)C)cc2)c(OC)c1 (stereo not drawn)
    30 | -7
- O=C(CCN1C(=O)c2ccccc2C1=O)Nc1ccc(I)cc1
    -3 | 5
- Cc1cccc(C(=O)NCCc2cccc(Cl)c2)c1
    -14 | 3
- O=C(Nc1ccccc1F)c1cccc(OCc2ccccc2)c1
    -36 | -6
- O=[N+]([O-])c1cccc(-c2noc(Cc3ccc(Cl)cc3)n2)c1
    28 | 2
- CC(=O)NCC(=O)N1CCc2[nH]nc(-c3ccc(C)cc3)c2C1
    -3 | -6
- Cc1cc(C)c(S(=O)(=O)NCC23C=CC(O2)C2C(=O)N(Cc4ccccc4)C(=O)C23)c(C)c1 (stereo not drawn)
    23 | 0
- COc1ccc(C(=O)N2CCCC(c3nc(CCNC(=O)C4CC4)cs3)C2)cc1 (stereo not drawn)
    8 | -1
- Cc1ccc(S(=O)(=O)c2nc(NC3CCS(=O)(=O)C3)sc2Cl)cc1 (stereo not drawn)
    3 | 0
- Cc1cc(-c2oc(N)c(C#N)c2-c2cc(C)sc2C)c(C)s1
    7 | .
- CCN1CCN(C2CCN(C(=O)c3ccco3)CC2)C1=O
    12 | -1
- O=C(c1ccccn1)N1CCCC1c1nc(-c2ccc(F)cc2F)no1 (stereo not drawn)
    -3 | -3
- Cc1sc(-c2ccn[nH]2)cc1NC(=O)c1cccc(N(C)C)c1
    87* | -2
- O=c1[nH]c2ccc(Cl)cc2c(-c2ccccc2)c1-[n+]1ccccc1
    0 | 8
- CC(C)CCNC(=O)C1CCN(c2nc3ccc(-c4cncnc4)nc3s2)CC1
    1 | -1
- OCc1nc2ccccc2n1CC(O)COc1ccc(Br)cc1 (stereo not drawn)
    73* | 2
- CCn1nccc1C(=O)NCc1cccnc1OC
    -5 | 3
- Cc1ccc(-n2[nH]c3c(cnc4ccc(C(=O)N5CCCCCC5)cc43)c2=O)cc1C
    12 | 1
- Cc1ccc(NC(=O)NCC2CCCN2S(=O)(=O)c2ccc(C)cc2)cc1 (stereo not drawn)
    12 | 6

A few values from above.
Value for COc1ccc(C(=O)N2CCCC(c3nc(CCNC(=O)C4CC4)cs3)C2)cc1 (stereo not drawn) under mHTT-CaM PPI inh: 8
Value for O=[N+]([O-])c1cccc(-c2noc(Cc3ccc(Cl)cc3)n2)c1 under Pf apPOL block: 2

Next entries.
Each structure is followed by: mHTT-CaM PPI inh | Pf apPOL block
- O=C(NC1CC1)c1nc(-c2ccc(N3CCCCC3)cc2)no1
    -12 | -1
- O=C(ON1C(=O)c2ccccc2C1=O)c1ccc([N+](=O)[O-])cc1
    -2 | -2
- COC(=O)C1CN(Cc2cn(Cc3ccc(Cl)cc3)nn2)CCS(=O)(=O)N1Cc1ccc(OC)cc1 (stereo not drawn)
    7 | -10
- Cc1ccccc1S(=O)(=O)N1CCC(n2cnc3cc(F)ccc3c2=O)CC1
    2 | -9
- COc1ccccc1NC(=O)CN(c1ccc(Oc2ccccc2)cc1)S(C)(=O)=O
    50 | -1
- CCOCCCNC(=O)c1cc2cc3ccc(C)cc3nc2s1
    -6 | -5
- OC(CN1C2=NCCCN2c2ccccc21)c1ccc2c(c1)OCO2 (stereo not drawn)
    -2 | -9
- Cc1cc2c(N3CCCC(C(=O)NCc4ccc(F)cc4F)C3)nccc2s1 (stereo not drawn)
    -4 | -3
- CC(=O)C1=C(O)C(=O)N(Cc2ccccc2)C1c1ccccc1 (stereo not drawn)
    -3 | -3
- O=C(c1cc([N+](=O)[O-])ccc1N1CCCC1)N1CCOCC1
    -2 | -4
- C[C@@H](c1ccccc1)N1C[C@H](COCc2ccccc2)Oc2cc(N3CCC[C@H]3C(N)=O)ccc2S1(=O)=O
    6 | -6
- COc1ccccc1N1C(=O)CC(N2CCN(S(=O)(=O)c3ccccc3)CC2)C1=O (stereo not drawn)
    -3 | -1
- COCC(=O)N1CCCCC1c1nc(-c2cccnc2)no1 (stereo not drawn)
    5 | 7
- CCCCCCNC(=O)c1c[nH]c2ccc(S(=O)(=O)N(C)c3ccc(F)cc3)cc2c1=O
    2 | -3
- COc1ccc(OC)c(NC(=O)N2CCC(c3cnn(-c4ccccc4)c3)CC2)c1
    27 | -7
- COc1ccc(C2CC(=O)C3=C(C2)Nc2ccccc2NC3c2c(F)cccc2F)cc1 (stereo not drawn)
    30 | -1
- CCn1c(=O)c(C(=O)NCc2cc(F)ccc2F)nc2cccnc21
    -2 | -3
- Cc1ccc(C(=O)NCc2ccccc2)cc1
    -16 | -12
- Cc1ccc(C(=O)N2C(C(=O)O)CSC2c2ccccc2Cl)cc1[N+](=O)[O-] (stereo not drawn)
    13 | -2
- NC(=O)c1ccc(NC(=O)CSc2ccccc2)cc1
    7 | -8
- COc1ccc(-c2cc(C(=O)N3CCCC3c3cc(C)no3)on2)cc1 (stereo not drawn)
    3 | -6
- CC(=O)Nc1ccc(C(=O)Nc2ccc(C(C)C)cc2)cc1
    -2 | -8
- CCC(CC)C(=O)N1CCN(c2nc3ccccc3n(Cc3ccccc3)c2=O)CC1
    -26 | -3
- O=C1C2C3C=CC(O3)C2C(=O)N1c1cccc(Br)c1 (stereo not drawn)
    -5 | 4
- CC(C)(C)NCCOc1cccc(Cl)c1Cl
    -5 | 6
- O=C(NCc1ccccn1)C(=O)NC1CCCC1
    -2 | -10
- CCOc1ccc(C(=O)N2CCC3(CC2)NC(=O)c2cc(F)ccc2N3C)cc1
    1 | 2
- CC1C2=C(CC(C)(C)CC2=O)OC2=C1C(=O)CC(C)(C)C2
    . | -10
- O=C(O)COCC(=O)NC1CCCCNC1=O (stereo not drawn)
    . | 5
- O=C(Nc1ccccc1[N+](=O)[O-])c1cc(S(=O)(=O)N2CCOCC2)cs1
    15 | -3
- COc1ccc(CCNC(=O)c2c(O)c3cccc4c3n(c2=O)CC4)cc1
    14 | -10
- Cc1ccc(NC(=O)c2cc3c(CO)cnc(C)c3oc2=O)c(F)c1
    3 | -4
- CCOC(=O)N1CCN(CC(O)COc2ccc(C)cc2C(C)(C)C)CC1 (stereo not drawn)
    24 | -3
- O=C(Nc1c(-c2ccc(C(F)(F)F)cc2)nc2ccccn12)C1CCCC1
    14 | -6
- COc1ccc(NC(=O)CSc2nc3[nH]ncc3c(=O)n2-c2cccc(C)c2)c(OC)c1
    47 | -9
- COc1ccc(CCNC(=O)CSc2ncnc3c2nnn3C)cc1OC
    -16 | -2
- O=C(CSc1nnc(-c2ccco2)o1)N1CCN(c2ccccc2)CC1
    10 | 1
- CCOC(=O)c1ccc(Oc2coc3cc(O)ccc3c2=O)cc1
    5 | -7
- COc1cccc2sc(=NC(=O)c3ccccc3)n(C)c12
    -4 | -5
- COc1cc(OC)cc(C(=O)Nc2ccc(S(=O)(=O)N3CCOCC3)cc2)c1
    5 | -6
- Cc1cc(C(=O)N2CCCC2c2ccc(Cl)cc2)on1 (stereo not drawn)
    -3 | -2
- C#CC(O)(c1ccc(OC)c(OC)c1)c1ccc(OC)cc1OC (stereo not drawn)
    5 | 4
- O=c1[nH]c(-c2ccc(F)cc2)nc2c1CCN(S(=O)(=O)Cc1cccc(F)c1)C2
    1 | 1
- COc1ccc(-c2nccc(C3CCCN(C(=O)c4cccc(F)c4)C3)n2)cc1 (stereo not drawn)
    15 | -1
- COc1ccc(N2C(=O)NC3CC2(C)Oc2ccc(Cl)cc23)cc1 (stereo not drawn)
    8 | 3
- COC(=O)[C@H](CC(C)C)N(Cc1cn(Cc2ccc(C)cc2)nn1)S(=O)(=O)c1ccc(F)cc1Br
    2 | -5
- O=C(O)C=Cc1ccc(Oc2ccccc2)nc1
    . | 2
- O=C(Nc1cccs1)OCCN1CCN(Cc2ccccc2)CCC1=O
    17 | -3
- O=C(Cc1csc2nc3sc4c(c3c(=O)n12)CCCC4)NCCO
    -4 | -9
- O=C(NCCCc1ccccc1)C(=O)Nc1ccc(N2CCCCS2(=O)=O)cc1
    10 | -2
- CCCn1cnnc1C1CCCN(C(=O)c2ccc3ncccc3c2)C1 (stereo not drawn)
    -1 | 0
- Cc1ccccc1CC(=O)N1CCC2(CC1)NC(=O)N(Cc1ccccc1)C2=O
    6 | 0
- O=C(c1ccccc1-c1ocnc1C(=O)N1CCCCC1)N1CCCC1
    -3 | -1
- Cc1onc(-c2ccccc2)c1C(=O)N1CCN(c2ccc([N+](=O)[O-])cc2)CC1
    -2 | 2
- Nc1nnc(SCC(=O)Nc2nnc(-c3ccccc3)s2)s1
    -1 | -5
- CC1CCN(C(=O)C2c3ccccc3CCN2CC(=O)N2CCCCCC2)CC1 (stereo not drawn)
    5 | -1
- N#CC1=C(N)N(c2ccc([N+](=O)[O-])cc2Cl)C2=C(C(=O)CCC2)C1c1ccsc1 (stereo not drawn)
    15 | -1
- O=C1OCC(=O)N(Cc2ccc(F)cc2)C1c1ccc(F)cc1 (stereo not drawn)
    -16 | -8
- Cc1ccc(NC(=O)Nc2ccc3nnc(C)n3c2)cc1C
    -4 | 6
- COc1cccc(-c2nc(Cc3ccc(Cl)cc3)no2)c1
    -12 | 0

Following part:
Each structure is followed by: mHTT-CaM PPI inh | Pf apPOL block
- Cn1c(-c2ccc(Cl)cc2)cnc1SCC(=O)Nc1cc(Cl)cc(Cl)c1
    . | -7
- Cc1nc2sc(-c3ccccc3)cc2c(=O)n1/N=C/N(C)C
    i | 2
- Cc1oc(C2CCN(S(=O)(=O)c3cccc(Cl)c3)CC2)nc1C(=O)N1CCCC1
    1 | -3
- O=S(=O)(NCC(c1ccsc1)N1CCOCC1)c1cccs1 (stereo not drawn)
    -23 | -3
- COc1ccc(OC)c(NC(=O)c2noc3c2CCCC3)c1
    1 | -4
- CC(=O)c1ccc(N2C(=O)C3C4c5ccccc5C(C)(c5ccccc54)C3C2=O)cc1 (stereo not drawn)
    11 | 0
- CC(=O)c1cccc(NC(=O)CSCc2ccc([N+](=O)[O-])cc2)c1
    3 | -3
- Cc1cc(C)nc(N=C2NC(=O)CC(C(=O)O)N2c2ccc(Cl)cc2Cl)n1 (stereo not drawn)
    16 | 7
- COCCNC(=O)c1ccc(OC)c([N+](=O)[O-])c1
    -1 | -2
- CCC(Sc1ncccc1C(=O)O)C(=O)N1CCOCC1 (stereo not drawn)
    -8 | -13
- COc1cc2c(cc1OC)C(C)N(C(=S)Nc1cc(OC)c(OC)c(OC)c1)CC2 (stereo not drawn)
    . | -8
- CCN(CC)C(=O)CSc1nc2ccc([N+](=O)[O-])cc2s1
    -1 | -10
- CC(=O)Oc1ccc2c(=O)c(Oc3ccc(Br)cc3)coc2c1
    48 | -5
- C#CCSc1nc2sc3c(c2c(=O)n1C)CCC3
    -1 | -4
- O=C(O)Cc1ccccc1C(=O)O
    2 | 5
- Cn1cccc1C(=O)N1CCCC(c2nncn2C)C1 (stereo not drawn)
    -1 | 2
- Cc1ccc(CN2CCN(c3ccccc3)CC2)o1
    4 | -3

One compound at a time, as listed above. Screens in order: mHTT-CaM PPI inh | Pf apPOL block
COc1ccc(C2CC(=O)C3=C(C2)Nc2ccccc2NC3c2c(F)cccc2F)cc1 (stereo not drawn) is entered as 30 | -1
COc1ccc(-c2nccc(C3CCCN(C(=O)c4cccc(F)c4)C3)n2)cc1 (stereo not drawn) is entered as 15 | -1
CCN1CCN(C2CCN(C(=O)c3ccco3)CC2)C1=O is entered as 12 | -1
COc1ccc(-c2cc(C(=O)N3CCCC3c3cc(C)no3)on2)cc1 (stereo not drawn) is entered as 3 | -6
Cc1ccc(C(=O)N/C(=C/c2ccc3c(c2)OCO3)C(=O)Nc2ccc([N+](=O)[O-])cc2)cc1C is entered as 20 | -2

Source: PubChem (University of Kansas High Throughput Screening Laboratory)
